Screens: PubChem BioAssay, The Scripps Research Institute Molecular Screening Center
V1aR counter – agonists of human V1a receptor, primary screen, counter-screen for OXTR agonist project, fluorescence, CHO-V1R cells | AID 2797, 2010 | activation, % at 3 µM | Fluo-8 calcium fluorescence, agonist mode; 0% DMSO, 100% 3 nM vasopressin | 320,000 compounds, 0.25% hits;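 active = activation above the mean activation of all tested compounds plus 3 SD, per screening run, cut at about 20% in these data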;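 note: signal is peak over basal fluorescence ratio across a 100 second FLIPR read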
M1 ag parental – counter-screen for M1 agonists: effect in parental CHO-K1 cells; Fluo-8 calcium fluorescence; scaled to maximal ATP response, vehicle zero; activation, % at 3 µM; 360,000 compounds, 0.48% hits; AID 602248, 2012; in the data active = activation above about 15%;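 note: untransfected CHO-K1 host cells lacking M1 receptor as counterscreen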
M1 PAM parental – nonselective calcium activators in parental CHO-K1 cells, primary screen, counter-screen for M1 PAM project, cell-based, Fluo-8 calcium fluorescence, full deck, 1536-well; ATP EC20; 0% at ATP EC20, 100% at ATP max; activation, % at 3 µM; 360,000 compounds, 0.02% hits;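 active = activation above the run cutoff, the mean activation of all test compounds plus 3 SD, cut at about 40% in these data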;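 note: peak over basal fluorescence ratio in a 140 s read after ATP addition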
CHO parental Ca – ATP-evoked calcium signal inhibitors, parental CHO, primary screen, counter-screen for OX1R antagonist project, cell-based, fluorescence, Fluo-8 calcium dye | parental CHO-K1, ATP-induced calcium, Fluo-8 fluorescence | 330,000 compounds, 0.63% hits | inhibition, % at 5.6 µM;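 active = inhibition above that plate's mean sample inhibition plus 3 SD, cut at about 26% in these data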;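 note: 0% = ATP-challenged DMSO wells and 100% = DMSO wells without ATP; some compounds past the cut are filed as inactive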
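Measured by: calcium-sensitive Fluo-8 fluorescence / Test system: CHO parental line / Controls: ATP-challenged DMSO wells low, unchallenged DMSO wells high / Measure: % inhibition / Compound: single nominal dose of 5.6 µM per compound / Replicates: single well per compound, no replicates / Reagent: ATP as calcium-mobilizing challenge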
TAAR1 antag – human TAAR1 antagonists, primary screen, Fluo-8 calcium fluorescence, CHO RD-HGA16 cells | Trace amine-associated receptor 1 (Homo sapiens), Q96RJ0 | antagonist | inhibition, % at 3 µM | 360,000 compounds, 1.5% hits;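 active = inhibition above a per-plate cutoff, the mean inhibition of test compounds on that plate plus 3 SD, cut at about 49% in these data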;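 note: 0% = DMSO plus EC80 beta-PEA response and 100% = DMSO alone without agonist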
Target sequence (Q96RJ0 whole entry, looked up): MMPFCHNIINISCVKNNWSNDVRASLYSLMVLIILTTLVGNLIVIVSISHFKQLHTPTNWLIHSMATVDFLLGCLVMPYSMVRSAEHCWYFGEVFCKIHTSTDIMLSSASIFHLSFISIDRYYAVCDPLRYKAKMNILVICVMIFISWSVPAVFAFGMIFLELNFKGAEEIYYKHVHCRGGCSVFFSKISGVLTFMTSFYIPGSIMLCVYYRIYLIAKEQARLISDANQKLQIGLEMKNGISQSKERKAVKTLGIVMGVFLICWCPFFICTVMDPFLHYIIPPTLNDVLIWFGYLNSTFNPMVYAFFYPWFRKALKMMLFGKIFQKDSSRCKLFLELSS
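System: CHO RD-HGA16 cells bearing hTAAR1. Reagent: EC80 β-phenethylamine stimulus. Schedule: seeding 17-24 h prior, 75-min 37 °C, 30-min RT dye loading. Signal: Fluo-8 intracellular calcium dye fluorescence, real-time kinetic reads. Read-out: % inhibition from peak post-agonist over basal fluorescence ratio. Benchmarks: vehicle wells and EC80 agonist wells. Replicates: n of 1.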
TAAR1 ag – human TAAR1 agonists, primary screen, Fluo-8 calcium fluorescence, CHO RD-HGA16 cells; Trace amine-associated receptor 1 (Homo sapiens), Q96RJ0; vehicle wells 0%, saturating PEA agonist 100%; activation, % at 3 µM; 360,000 compounds, 0.99% hits; AID 624467, 2012;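 active = activation above the mean activation of all test compounds in the run plus 3 SD, cut at about 38% in these data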
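Test system: RD-HGA16 (CHO) cells co-expressing Gα16 and hTAAR1; dosing: one-point dosing at 3 µM (nominal); timing: 17-24 h seeding, 75 min 37 °C dye, 30 min RT; signal: kinetic Fluo-8 calcium fluorescence; read-out basis: % activation relative to PEA EC100 response; controls: DMSO and PEA EC100; replicates: n 1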
CHRM1 agonist – human M1 muscarinic receptor agonists, primary screen, Fluo-8 calcium fluorescence, CHO-K1 cells, HTS; CHO-K1 hM1, agonist mode; 0% DMSO, 100% acetylcholine EC100; activation, % at 3 µM; 360,000 compounds, 0.33% hits; AID 588814, 2011;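 active = activation above the run's mean compound activation plus 3 SD, cut at about 16% in these data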;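 note: peak over basal fluorescence ratio within a 140 s kinetic read after compound addition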
Target sequence (P11229 whole entry, looked up): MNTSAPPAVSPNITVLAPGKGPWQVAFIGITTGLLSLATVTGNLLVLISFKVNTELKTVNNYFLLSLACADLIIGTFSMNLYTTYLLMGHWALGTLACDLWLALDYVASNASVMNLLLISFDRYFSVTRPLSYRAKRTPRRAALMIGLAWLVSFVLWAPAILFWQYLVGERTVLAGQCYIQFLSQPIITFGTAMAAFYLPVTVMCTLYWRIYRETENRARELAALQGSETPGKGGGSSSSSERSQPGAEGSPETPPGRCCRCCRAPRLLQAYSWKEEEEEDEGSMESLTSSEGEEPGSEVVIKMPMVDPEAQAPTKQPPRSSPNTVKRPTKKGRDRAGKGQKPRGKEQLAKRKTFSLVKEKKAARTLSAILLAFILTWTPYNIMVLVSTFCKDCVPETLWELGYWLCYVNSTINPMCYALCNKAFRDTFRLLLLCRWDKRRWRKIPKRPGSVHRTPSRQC
OXTR potentiate – human OXTR potentiators, primary screen, fluorescence, CHO-OTR cells, Fluo-8 calcium; Oxytocin receptor (Homo sapiens), P30559; Fluo-8 calcium fluorescence, potentiator mode; 0% = oxytocin EC15, 100% = EC100; activation, % at 3 µM; 320,000 compounds, 0.061% hits; AID 2445, 2010;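 active = activation above that plate's cutoff, the mean activation of tested compounds plus 3 SD, cut at about 6.6% in these data, passing the limit was not always enough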;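 note: 100% uses oxytocin at 75 nM as the full agonist control; some results filed as inactive read as strong as hits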
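Assay system: CHO cell line stably expressing human OTR | Also added: Oxytocin at about EC15, sub-maximal agonist stimulus | Times: Compound 6 min at room temperature before oxytocin, 100 s read | Measured by: Fluo-8 intracellular calcium fluorescence, ex 470-495, em 515-575 nm | Controls: EC15 oxytocin alone as 0%, 75 nM oxytocin as 100%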
CHO-K1 Ca antag – counter-screen for M1 antagonists: effect in parental CHO-K1 cells. ATP-induced calcium, Fluo-8 fluorescence. inhibition, % at 3 µM. 360,000 compounds, 0.6% hits. AID 602250;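 active = inhibition above a per-plate cutoff, the plate's mean sample inhibition plus 3 SD, cut at about 24% in these data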;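 note: 0% = DMSO plus EC80 ATP and 100% = DMSO alone without ATP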
Active calls of the source: *; . = no result given.

SMILES | V1aR counter | M1 ag parental | M1 PAM parental | CHO parental Ca | TAAR1 antag | TAAR1 ag | CHRM1 agonist | OXTR potentiate | CHO-K1 Ca antag
COC(=O)c1c(NC(=O)COC(=O)Cn2cnc3ccccc32)sc2c1CCCC2 | -0.5 | 1.0 | 27 | -22 | -5 | -1 | -6 | 2 | -12
COc1ccccc1N1CCN(C(=O)CN2C(=O)c3ccccc3S2(=O)=O)CC1 | 0.4 | 0.5 | -18 | -5 | -14 | 2 | -2 | -2 | 12
Cc1ccc(CSC2=NCCN2C(=O)c2ccco2)cc1 | -1.1 | 0.4 | 21 | 0 | -18 | -1 | -2 | 2 | -11
Cc1ccc(S(=O)(=O)N2CCSC2)cc1C | -0.4 | 0.7 | 21 | -11 | 3 | 12 | -7 | 5 | -5
CC12CCC(C(=O)NC3CCCC3)(CC1=O)C2(C)C (configuration not stated) | -0.4 | 0.3 | 4 | -9 | -17 | 1 | -6 | -7 | -17
CCOC(=O)c1c(C)[nH]c(C)c1S(=O)(=O)NCCN1CCN(c2cc(Cl)ccc2C)CC1 | -1.1 | -1.6 | -2 | -23 | -14 | 3 | -4 | -5 | -16
COc1ccc(CC(=S)N2CCOCC2)cc1OC | 0.2 | 0.2 | 3 | -10 | 3 | 2 | -2 | -5 | -3
COc1ccc(NS(=O)(=O)c2ccc(NC(=O)Cc3cccs3)cc2)cc1 | 15 | 5.8 | 9 | 6 | 15 | 41* | 7 | -8 | 3
CCCCNc1nc(-c2ccccc2)cc(C(F)(F)F)c1C(N)=O | -0.8 | 0.2 | 17 | -25 | -20 | 4 | -9 | -7 | 0
Cc1c(Cl)cccc1NC(=S)Nc1ccccn1 | 0.1 | 1.6 | 2 | -7 | -8 | 1 | -6 | -2 | -7
Cc1ccc(C)c2nc(SCC(=O)Nc3ccc4c(c3)OCO4)c(C#N)cc12 | -0.6 | 0.4 | -7 | -2 | -1 | 0 | -2 | -13 | -4
COc1ccc(N2C(=O)CC(N3CCN(c4ccc(C(=O)c5cccnc5)cc4)CC3)C2=O)cc1 (configuration not stated) | 1.5 | 1.2 | -11 | -16 | 4 | 4 | -2 | -2 | 4
Cn1c(=O)c(=O)n(C)c2cc(S(=O)(=O)N3CCCC3C(=O)Nc3ccccc3F)ccc21 (configuration not stated) | -0.9 | -0.3 | -9 | -6 | -30 | -1 | -6 | -2 | 7
CCOC(=O)N1CCN(CC(=O)Nc2ccc(Oc3ccccc3)cc2)CC1 | 2.6 | 1.3 | 13 | -13 | 1 | 11 | -4 | -8 | -7
Cc1ccc(CNC(=O)C2CC(=O)N(CCC(C)C)C2)cc1 (configuration not stated) | -0.1 | -0.2 | 13 | -7 | -7 | 1 | -2 | 0 | -9

Reprinted from the listing for reference:
SMILES | V1aR counter | M1 ag parental | M1 PAM parental | CHO parental Ca | TAAR1 antag | TAAR1 ag | CHRM1 agonist | OXTR potentiate | CHO-K1 Ca antag
CCCCNc1nc(-c2ccccc2)cc(C(F)(F)F)c1C(N)=O | -0.8 | 0.2 | 17 | -25 | -20 | 4 | -9 | -7 | 0
Cc1c(Cl)cccc1NC(=S)Nc1ccccn1 | 0.1 | 1.6 | 2 | -7 | -8 | 1 | -6 | -2 | -7
Cc1ccc(C)c2nc(SCC(=O)Nc3ccc4c(c3)OCO4)c(C#N)cc12 | -0.6 | 0.4 | -7 | -2 | -1 | 0 | -2 | -13 | -4
COc1ccc(N2C(=O)CC(N3CCN(c4ccc(C(=O)c5cccnc5)cc4)CC3)C2=O)cc1 (configuration not stated) | 1.5 | 1.2 | -11 | -16 | 4 | 4 | -2 | -2 | 4

(list continues)
SMILES | V1aR counter | M1 ag parental | M1 PAM parental | CHO parental Ca | TAAR1 antag | TAAR1 ag | CHRM1 agonist | OXTR potentiate | CHO-K1 Ca antag
COc1cc(C(=O)ON=C2C=C(C)C(=O)C(C)=C2)cc(OC)c1OC | 0.8 | 1.2 | 21 | -4 | -2 | 6 | -4 | 6 | -11
Cc1ccc(S(=O)(=O)N(Cc2ccc(F)cc2)C(=O)N2CCN(C)CC2)cc1 | 0.4 | 1.9 | -14 | -20 | -10 | 2 | 0 | 8 | 0
CCOC(=O)c1ccc(NC(=O)CCS(=O)(=O)c2ccc(Br)s2)cc1 | 3.0 | 0.7 | 8 | 23 | 7 | 6 | -2 | -18 | 2
COc1cccc2cc(C(=O)NCc3ccc(Cl)cc3)c(=O)oc12 | -0.1 | -0.5 | -23 | -7 | 8 | -3 | -4 | -11 | -7
CCOC(=O)Cc1nnc(NC(=O)C23CC4CC(CC(C4)C2)C3)s1 | 0.0 | 3.2 | 8 | -29 | -17 | 3 | -1 | -3 | -11
COc1ccccc1NC(=O)C1=C(C)Nc2nnnn2C1c1cccc(Br)c1 (configuration not stated) | 2.5 | 1.3 | 12 | -10 | 18 | 10 | 2 | 2 | -1
CC(NC(=O)COC(=O)/C=C/c1cccc(F)c1)c1ccccc1 (configuration not stated) | 1.9 | 0.9 | 0 | -11 | 10 | 4 | -2 | -6 | -8
Cc1ccc(C(=O)O)cc1NC(=O)CSc1nnc(-c2ccccc2F)n1C1CCCCC1 | 1.6 | -0.4 | 1 | -5 | 9 | 1 | 0 | 2 | -6
CCCOc1ccc(NC(=O)CC2C(=O)N(Cc3ccccc3)C(=S)N2Cc2cccs2)cc1 (configuration not stated) | -1.0 | 0.0 | 4 | 0 | 9 | 1 | -6 | -10 | -8
O=C(NCCN1CCNC1=O)C1CCC(=O)N(CCc2ccc(Cl)cc2)C1 (configuration not stated) | . | 0.1 | -13 | . | -23 | 1 | -2 | . | -1
C=CC[C@@H](CC(=O)N[C@@H](CO)Cc1ccccc1)C(=O)N[C@@H](COC(=O)[C@H](CC=C)CC(=O)OC(C)(C)C)Cc1c[nH]c2ccccc12 | -0.3 | -0.3 | -13 | -26 | 26 | 6 | -3 | -8 | -27
COc1ccccc1NC(=O)c1ccccc1SC | -1.1 | -0.1 | 0 | -14 | -16 | 4 | -2 | -2 | 9
Cc1cc(C)cc(-n2nnc(C(=O)NCc3ccccc3)c2N)c1 | 0.3 | 0.2 | 12 | -12 | -4 | 8 | 0 | -3 | -8
O=C(CSc1nc2ccc(NC(=O)CSc3nnnn3Cc3ccccc3)cc2s1)Nc1ccccc1 | 1.2 | 0.5 | 5 | 11 | 28 | 1 | 0 | -16 | 2
Cc1cc(=O)c(C(=O)O)cn1Nc1ccc(Cl)cc1 | -0.1 | 3.1 | 1 | -11 | -2 | 6 | -1 | -9 | 5
Nc1ncnc2c1ncn2[C@@H]1O[C@H](CNCc2ccc(OCC(=O)Nc3ccccn3)cc2)[C@@H](O)[C@H]1O | 1.6 | 0.2 | 4 | -15 | 16 | 0 | -7 | 1 | -2
CC(C)CC(c1nnnn1Cc1ccco1)N1CCN(C2CCCC2)CC1 (configuration not stated) | 0.2 | 0.9 | 10 | -7 | 3 | 16 | -3 | -8 | -5
O=C(c1cc2nc(-c3ccc(F)cc3)cc(C(F)(F)F)n2n1)N1CCOCC1 | -0.4 | -0.2 | 6 | -6 | 6 | 2 | 1 | -5 | 2
COc1cccc(NC(=O)CN(C)C(=O)CC2CC3CCC2C3)c1 (configuration not stated) | 1.5 | 1.1 | -6 | -4 | -2 | -1 | -4 | -11 | -9
O=C(CC(=O)Nc1ccc(Cl)cc1Cl)Nc1ccc(Cl)cc1Cl | 0.0 | -0.5 | -5 | -7 | -16 | -2 | -6 | -2 | 3
Cc1c(C#N)sc(C(N)=O)c1C | 0.4 | -0.5 | 4 | 1 | -3 | 2 | -2 | -6 | 14
O=C1C=CC(=Nc2ccc3c(c2)Cc2ccccc2-3)O1 | . | 1.3 | 7 | . | 8 | 5 | -4 | . | -14
Cc1cccc(OCc2nnc(SCC(=O)Nc3nccs3)o2)c1 | 0.7 | 0.6 | -6 | -6 | -15 | 2 | 1 | -8 | 1
CC(C)n1c(CCC(=O)O)ccc1-c1ccccc1 | 1.0 | 0.2 | -9 | -14 | -2 | 0 | -3 | -1 | -9
COc1cccc(CNc2ccc(N3CCC(C)CC3)cc2)c1OC | -0.2 | 0.3 | 6 | -11 | -25 | 12 | -6 | 0 | -11
Nc1nc2c(ncn2[C@@H]2O[C@H](CNCC3=Cc4cc(O)ccc4OC3)[C@@H](O)[C@H]2O)c(=O)[nH]1 | . | 1.1 | 20 | . | -10 | 1 | -3 | . | -21
COc1cccc(NC(=O)CC2Oc3ccccc3NC2=O)c1 (configuration not stated) | 1.5 | 0.6 | -17 | -3 | 12 | -2 | -1 | -5 | 4
O=C(NC(Cc1ccccc1)C(=O)O)c1ccccc1 (configuration not stated) | 0.8 | 0.0 | 10 | -5 | -3 | 3 | -2 | -10 | -6
COc1cc(CNCCO)cc(Cl)c1OCc1ccccc1Cl | 9.2 | 4.5 | 16 | -15 | -8 | 14 | 0 | -11 | -17
CCCCC(=O)Nc1ccc2c3c(cccc13)C(=O)N2CC | -1.0 | 0.4 | 12 | -21 | 16 | 8 | -4 | -5 | -6
CCOC(=O)N1CCN(C(=O)c2ccc3c(=O)n(Cc4ccccc4OC)c(=S)[nH]c3c2)CC1 | -0.2 | -0.6 | 20 | -5 | 21 | 12 | -5 | 9 | 12
CCCCN1C(=O)C2C3C=CC(C2C1=O)C1C2C(=O)N(CCCC)C(=O)C2C31 (configuration not stated) | 0.0 | 0.2 | -4 | -8 | -18 | 8 | -6 | 1 | -4
COc1ccc(C(=O)NC(=O)CSc2nc3nc(C)cc(C)n3n2)cc1 | 0.9 | 0.0 | -16 | -4 | -18 | -2 | -9 | -4 | -2
O=C(c1ccccc1)c1cnc(-c2ccc(Cl)cc2)s1 | 1.2 | 0.1 | 18 | 2 | 12 | 5 | -2 | -3 | -4
COc1ccccc1C(=O)Nc1ccc(OCC(=O)N2C(C)CCCC2C)cc1 (configuration not stated) | 0.3 | 0.5 | -1 | -20 | 11 | 2 | -5 | 1 | -6
C=CCOC(=O)CCCC(=O)NC1CCCCC1 | 0.3 | -0.3 | 14 | -11 | -5 | 14 | -2 | 1 | -7
